Coupling enz – coupling enzyme interference in Giardia aldolase counter-screen | 290,000 compounds, 0.67% hits | AID 2472 | activity change, negative = inhibition, % at 58.2 µM, hits read low | coupling enzyme system counterscreen, AmpLite Red fluorescence; in the data active = activity change below about -30%; note: % is set by controls: 0 for no effect and ±100 for the full control effect
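Compounds tested against the coupling enzymes alone at 57.5 uM final; readout was AmpLite Red fluorescence (525/598 nm) after 20 min at RT.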
PKM2 act – activators of human pyruvate kinase M2 | purified PKM2, Kinase-Glo ATP luminescence, activation; response scale: 0% is enzyme alone, no compound | P14618 | 260,000 compounds, 0.34% hits | AID 1631 | Potency, µM (titrated, usually from 57.5 µM), for the others: at the highest dose activation, hits mostly activators; note: potency is the fitted concentration of half-maximal effect; % is set by controls: 0 for no effect and ±100 for the full control effect; nearly all actives have a fitted effect of over 55% in size
Target sequence (P14618 whole entry, looked up): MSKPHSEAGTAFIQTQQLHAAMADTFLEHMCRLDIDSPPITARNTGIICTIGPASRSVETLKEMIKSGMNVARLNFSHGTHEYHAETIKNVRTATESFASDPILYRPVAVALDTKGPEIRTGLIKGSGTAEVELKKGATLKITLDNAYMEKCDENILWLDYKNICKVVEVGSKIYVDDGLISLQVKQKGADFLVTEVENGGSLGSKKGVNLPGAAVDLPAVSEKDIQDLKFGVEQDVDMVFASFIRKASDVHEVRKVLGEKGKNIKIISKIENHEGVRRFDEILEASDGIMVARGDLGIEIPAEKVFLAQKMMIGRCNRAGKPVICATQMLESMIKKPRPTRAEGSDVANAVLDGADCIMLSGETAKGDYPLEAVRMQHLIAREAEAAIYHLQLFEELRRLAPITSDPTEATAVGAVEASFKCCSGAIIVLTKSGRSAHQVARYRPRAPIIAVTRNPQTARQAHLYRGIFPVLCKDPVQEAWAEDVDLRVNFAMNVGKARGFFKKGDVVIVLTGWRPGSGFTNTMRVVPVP
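ATP formation by purified human PK-M2, quantified via coupled luciferase luminescence after 1 h at room temperature with 0.1 mM ADP and 0.5 mM PEP final.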
B2AR arrestin – recruits beta-arrestin to the human beta2-adrenergic receptor. 330,000 compounds, 0.02% hits. P07550. AID 492947. Potency, µM (series often up to 46.1 µM), for the others: top-dose activation, hits mostly activators. beta-arrestin recruitment to beta2AR, cell-based reporter;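 note: potency is the fitted concentration of half-maximal effect; 0% = DMSO controls and full agonism = EC100 isoproterenol or metaproterenol; nearly all actives have a fitted effect of over 65% in size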
Menin MLL FP TR – inhibitors of human menin-MLL interaction, mutant MLL peptide. Potency, µM (highest dose often 61.6 µM), for the others: at the top dose FP activity change, negative = inhibition, usual class: inhibitors. 270,000 compounds, 0.23% hits. Menin + Texas Red MLL mutant peptide, fluorescence polarization; active = well fitted inhibition curve with a large enough effect in the polarisation, with a control signal flat, not every such curve was filed as active; inconclusive = small, poorly fitted or top-dose-only effect, or effect the other way, or a change in a side signal; inactive = no such curve, though single readings can be large or run the other way; the % refers to the polarisation; note: potency is the fitted concentration of half-maximal effect; % of control where 0% means no effect; many of its hits are not listed in these tables
BCR signal inh – chronic active BCR signaling inhibition | 340,000 compounds, 0.05% hits | ABC-DLBCL IkBa-CBG/CBR reporter, luminescence ratio, 4 h | Potency, µM (top dose mostly 46.1 µM), for inactives: top-dose ratio change, negative = lower green/red ratio, hits mostly inhibitors; active = well fitted inhibition curve with a large enough effect in the signal ratio, with a control signal flat, not every such curve was filed as active; inconclusive = small, poorly fitted or top-dose-only effect, or effect the other way, or a change in a side signal; the % refers to the signal ratio;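 note: potency is the fitted concentration of half-maximal effect; plate controls were basal doxycycline-induced cells for no effect and cells given 10 µM MG132 for full effect; MG132 reads +100%, hits lower the ratio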
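Doxycycline induced both beetle luciferases in TMD8 lymphoma cells; IKK-driven degradation limits the IkappaBalpha-fused green signal, while red luminescence normalises for cell number and nonspecific effects. Compounds tested up to 46 uM, 4 hrs.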
Giardia killer – Giardia lamblia killing; 340,000 compounds, 0.15% hits; AID 540267; activity change, % at 7.66 µM, hits read low; Giardia lamblia trophozoite viability; in the data active = activity change below about -80%; inconclusive = between about -30% and that limit;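 note: parasites exposed to compound for two days anaerobically before the ATP read; % is set by controls: 0 for no effect and ±100 for the full control effect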
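Luminescent ATP signal served as the viability read-out, measured 15-30 min after adding ATP detection reagent to trophozoites that had been incubated with compounds for 48 hrs at 37 deg C anaerobically at 100 cells/well.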
TSG101-PTAP inh – blocks PTAP/TSG101 interaction to inhibit HIV-1 budding | Fluorescence polarization, FITC-PTAP peptide / Tsg101 binding | Potency, µM (doses to about 115 µM), for the others: at the highest dose activity change, negative = inhibition, usual class: inhibitors | 340,000 tested, under 10 active | AID 493005; active = well fitted inhibition curve with a large enough effect in the main read-out, with a control signal flat, not every such curve was filed as active; inconclusive = small, poorly fitted or top-dose-only effect, or effect the other way, or a change in a side signal; inactive = no such curve, though single readings can be large or run the other way; note: potency is the fitted concentration of half-maximal effect; % of control where 0% means no effect
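Steps: Tsg101 binding domain dispensed (10 uM final), compounds pinned in DMSO, FITC-labeled PTAP-motif peptide added (50 nM final); after 20 min binding at room temperature, polarization measured.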
S-ASM inh – inhibitors of human secretory acid sphingomyelinase. P17405. placental ASM, HMU-PC fluorogenic substrate, 60 min. Potency, µM (series often up to 57.5 µM), for the others: top-dose activity change, negative = inhibition, usual class: inhibitors. 340,000 compounds, 0.006% hits. AID 504937; note: potency is the fitted concentration of half-maximal effect
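Steps: dispense placental human ASM, pin compound, wait 10 min at room temperature, add HMU-PC0 substrate at 9 uM final, incubate 60 min at 37 °C, add stop solution raising pH to 10, read fluorescence.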
a7 integrin act – activators of alpha7 integrin expression for muscular dystrophy; alpha7betagal myoblasts, beta-gal FDG fluorescence, 48 h; Potency, µM (titrated, usually from 38.3 µM), inactives show at the top dose activation, hits mostly activators; 350,000 compounds, 0.064% hits; AID 624291;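 note: potency is the fitted concentration of half-maximal effect; 100% = response of the positive control SU9516; nearly all actives have a fitted effect of over 60% in size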
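alpha7betagal+/- myoblasts (passage 13, 250/well) treated 48 h at 37C with compounds at 1:260 dilution of DMSO stock. Lysed, then beta-galactosidase activity read as FDG fluorescence (ex 480/em 540) after 30 min, with pre-read for autofluorescence.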
GALK inh – galactokinase (human) inhibition; P51570; Purified GALK, Kinase-Glo residual ATP luminescence; Potency, µM (top dose mostly 57.5 µM), for the others: at the highest dose activity change, negative = inhibition, hits mostly inhibitors; 270,000 compounds, 0.007% hits; note: potency is the fitted concentration of half-maximal effect; % is set by controls: 0 for no effect and ±100 for the full control effect
Target sequence (P51570 whole entry, looked up): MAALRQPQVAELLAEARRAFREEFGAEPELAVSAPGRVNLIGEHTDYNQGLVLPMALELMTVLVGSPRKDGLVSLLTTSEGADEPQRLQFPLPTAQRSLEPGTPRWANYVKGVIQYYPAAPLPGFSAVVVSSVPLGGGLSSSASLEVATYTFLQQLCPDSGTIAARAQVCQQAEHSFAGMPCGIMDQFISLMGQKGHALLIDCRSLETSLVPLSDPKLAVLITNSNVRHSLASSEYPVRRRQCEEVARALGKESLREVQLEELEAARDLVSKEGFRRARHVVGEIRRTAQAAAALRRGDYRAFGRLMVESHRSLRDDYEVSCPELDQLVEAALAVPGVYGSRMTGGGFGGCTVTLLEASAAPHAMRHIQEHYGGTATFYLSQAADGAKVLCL
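5 nM enzyme, 35 uM ATP, 100 uM galactose, 20 mM HEPES pH8.0, 5 mM MgCl2; 1 h RT; residual ATP by Kinase-Glo Plus luminescence, qHTS format.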
Tb PFK block – T. brucei PFK enzyme inhibition. AID 485367. 330,000 compounds, 0.17% hits. T. brucei PFK, ADP-Glo luminescence. O15648. Potency, µM (series often up to 57.5 µM), for inactives: top-dose activity, negative = inhibition, usual class: inhibitors;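 note: potency is the fitted concentration of half-maximal effect; 0% = uninhibited 1x PFK enzyme wells and -100% = no-enzyme wells; nearly all actives have a fitted effect of over 60% in size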
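ADP-Glo luminescence quantified ADP after 45 min at room temperature, with 1.25 nM T. brucei PFK, 0.1 mM ATP and 0.5 mM fructose-6-phosphate in pH 8.0 TEA buffer. qHTS titrations up to 57 µM; curves classified by quality.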
Numbers without * were called inactive; u = inconclusive; x = not tested or not shown; [ ] = remark or other dose. Unless noted, calls come from the whole dose curve; as a rule, active = well fitted curve in the direction sought with a large enough effect; inconclusive = small, poorly fitted or top-dose-only effect, or another doubt; inactive = no such curve, though single readings can be large; an effect the other way counts as inactive or inconclusive. The list is partial; count on the stated rates, not on these rows.

SMILES	Coupling enz	PKM2 act	B2AR arrestin	Menin MLL FP TR	BCR signal inh	Giardia killer	TSG101-PTAP inh	S-ASM inh	a7 integrin act	GALK inh	Tb PFK block
COc1cc2ccccc2cc1C(=O)Nc1ccc(Cc2ccncc2)cc1	-5	14%	-0.1%	1%	u	8	-7%	-2%	41%[7.66 µM]	-2%	-2%
O=C(CSc1n[nH]c(-c2ccncc2)n1)NC1CCS(=O)(=O)C1 (stereo not drawn)	3	-25%	0.3%	3%	5%	3	-8%	110%[activator]	12%	0%	3%
COc1ccc(-c2cc(C(F)(F)F)nc(N3CCCCC3)n2)cc1OC	-3	0%	0.2%	1%	-5%	-3	-5%	29%	-42%	0%	1%
CC1CN(C(=O)C2CCCCC2)C(C)CN1C(=O)C1CCCCC1 (stereo not drawn)	-3	0%	0.2%	3%	0%	5	-7%	0%	5%	0%	2%
O=C(NCCc1ccco1)C(=O)NCC1CCCN1S(=O)(=O)c1ccccc1 (stereo not drawn)	x	x	-1.1%	x	-4%	-9	-5%	15%	0%	x	14%
Cc1ccc(/C=C2\SC(=S)N(CCC(=O)Nc3ccc(O)cc3)C2=O)cc1	0	x	0.2%	57%[activator]	-12%	-11	0%	0%	-19%	-3%	1%
CC(C)[C@H](NC(=O)N1CCn2c1nc1ccccc12)C(=O)NCc1ccco1	2	4%[0.46 µM]	0.3%	2%	1%	-3	0%	-1%	20%	-2%	0%
CCOC(=O)C1CCN(C(=O)COC(=O)/C=C/c2cccc(OC)c2OC)CC1	x	x	0.0%	x	u	8	-1%	0%	-12%	x	7%
CC(OC(=O)c1cc2ccccc2cc1O)C(=O)Nc1ccc(S(N)(=O)=O)cc1 (stereo not drawn)	-6	2%	-0.3%	x	1%	-22	3%	-5%	27%	5%	8%
CCN(CC(=O)Nc1ccc(NC(C)=O)cc1)C(=O)CN1C(=O)NC2(CCCC2)C1=O	x	x	-0.1%	x	6%	6	-4%	2%	0%	x	u
CSc1ncccc1C(=O)N(C)CC(=O)Nc1ccc(Cl)cc1	0	0%	-0.5%	3%	8%	-17	-1%	0%	-32%	0%	0%
COc1ccc(CCNC(=O)c2nc3ncccn3n2)cc1OC	4	-1%	0.1%	5%	5%	12	0%	-2%	-4%	0%	-4%
CCCCCC(=O)N1CC2(C)CN(C(=O)CCCCC)CC(C)(C1)C2=O	-1	2%	-0.3%	-12%	u	22	-9%	-1%	-21%	-2%	0%
CC1(C)CC(NC(=O)Cc2ccccc2)CC(C)(C)N1	4	1%	-0.3%	4%	1%	-5	-6%	1%	-4%	3%	-1%
CN(c1ccccc1)S(=O)(=O)c1ccc(NC(=O)c2ccccc2)cc1	0	-6%	-1.0%	u	1%	-10	-1%	-7%	17%	4%	4%
CCCn1c(N)c(Sc2ccccc2)c(=O)n(CCC)c1=O	0	20%	-0.1%	13%	4%	11	x	2%	-6%	0%	-1%
O=c1cc(O)c2ccccc2n1Cc1ccccc1Cl	0	x	0.0%	u	-2%	4	-7%	-2%	-9%	14%	0%
S=C(NCCc1ccccc1)N1CCN(C(=S)NCCc2ccccc2)CC1	x	x	-0.1%	x	0%	4	-1%	1%	-21%	x	-4%
CCOC(=O)C1C(C(=O)NN)C1C(=O)Nc1ccccc1 (stereo not drawn)	2	-18%	0.5%	2%	-2%	-7	-2%	-3%	8%	5%	-1%
COc1ccc(N2C(=O)CSC2c2ccncc2)cc1 (stereo not drawn)	3	4%	-0.4%	-16%	-1%	11	-1%	2%	-1%	0%	4%
OC(CN1CCC(Cc2ccccc2)CC1)C(F)(F)F (stereo not drawn)	-2	x	-0.2%	u	-6%	-2	1%	0%	-24%	3%	-8%
Cc1ccc(N2C(=O)C3C4C=CC(CC4)C3C2=O)cc1Cl (stereo not drawn)	0	-4%	-0.3%	-12%	5%	-3	-5%	1%	0%	-6%	5%
CC(=O)Nc1ccc(NC(=O)C2CCCN(c3nnc(-n4cccc4)s3)C2)cc1 (stereo not drawn)	1	-3%	-0.1%	u	-3%	6	-1%	-9%	14%	4%	-2%
COc1ccc(CCNC(=O)c2ccc3c(c2)SC2=NS(=O)(=O)CCN23)cc1	0	8%	-0.4%	x	5%	2	-4%	-1%	16%	-2%	-2%
CC1(C)CC2CC(C)(CN2S(=O)(=O)c2ccc(C(=O)Nc3ccc(Cl)c(S(=O)(=O)N4CCOCC4)c3)cc2)C1 (stereo not drawn)	-5	0%	-0.8%	10%	1%	-6	-9%	-7%	29%	-1%	-1%
Cc1nn(-c2ccccc2)c(C)c1C(=O)N1CCN(S(=O)(=O)c2ccccc2)CC1	x	x	0.0%	x	0%	-17	-9%	-1%	-4%	x	0%
CC(C)OC(=O)Cn1cc(C#N)c2ccccc21	-1	-1%	-0.4%	-17%	-13%	-15	-1%	3%	0%	-1%	0%
CCCCOCCCNC(=O)CN1C(=O)c2ccccc2C1=O	1	-15%	0.1%	-11%	-2%	-7	-7%	3%	-2%	1%	-3%
CCc1nnc(NC(=O)CSc2nnc(-c3ccc(S(=O)(=O)N(CC)CC)cc3)n2CC)s1	12	7%	-0.3%	-11%	u	4	-2%	-1%	16%	0%	-1%
O=C(CN1CCN(C(=O)c2ccc(-c3nc4ccccc4s3)o2)CC1)Nc1ccccc1Cl	x	x	0.2%	x	-1%	1	5%	-9%	16%	x	14%
CCOc1ccc(N(CC(=O)N2CCN(c3ccccc3OC)CC2)S(=O)(=O)c2ccc(F)cc2)cc1	x	3%	-1.2%	x	4%	19	0%	-5%	-20%	-7%	1%
CCOC(=O)C(NC(=O)CC)(Nc1ccccc1)C(F)(F)F (stereo not drawn)	-2	3%	0.0%	0%	0%	26	1%	1%	u	x	-3%
Cc1ccc(S(=O)(=O)Cc2ccc(C(=O)N3CCC(C(N)=O)CC3)o2)cc1	x	x	0.0%	x	1%	-2	-4%	-2%	36%	0%	0%
Cc1ccc(C(=O)Nc2nc(=O)n(C(=O)CC(C)C)s2)cc1	3	-2%	-1.0%	2%	12%	1	-7%	5%	-13%	0%	-9%
Clc1ccc(SCc2csc(N3CCOCC3)n2)cc1	-1	0%	0.0%	x	u	8	1%	0%	-19%	1%	-6%
CN(C)C(/C=C/Nc1ccc(F)cc1)=C(C#N)C#N	-2	1%	-1.0%	x	-21%	-13	-5%	-2%	19%	-1%	1%
O=C(CC(=O)N/N=C/c1ccc(O)cc1)N/N=C/c1ccc(O)cc1	4	-2%	6.6%	x	-3%	8	-5%	8%	-3%	5%	4%
O=c1cc(N2CCN(Cc3ccccc3)CC2)[nH]c(=O)n1Cc1ccc(F)cc1	-1	0%	0.0%	2%	-1%	-20	-2%	7%	5%	1%	3%
COCCCNC(=O)Cn1c(=O)n(CCCCCC(=O)NCc2ccc3c(c2)OCO3)c(=O)c2sccc21	-2	-1%	0.4%	0%	-6%	-3	-6%	-1%	6%	8%	-2%
FC(F)(F)c1nc2ccccc2nc1N/N=C/c1c(Cl)cccc1Cl	1	0%	-0.1%	-12%	u	3	0%	-12%	-4%	1%	2%
CN(CC(=O)O)c1ccc(S(=O)(=O)N2CCOCC2)cc1[N+](=O)[O-]	0	-4%	-0.4%	17%	-6%	27	-1%	-2%	16%	0%	1%
COc1ccc(S(=O)(=O)N/N=C(/C)c2ccncc2)c(OC)c1	x	-8%	0.2%	x	8%	3	-7%	-2%	-3%	6%	0%
O=C(NCc1ccccc1CN1CCCC1)c1cccc(N2CCCC2=O)c1	x	x	0.2%	x	u	6	-2%	3%	-3%	x	3%
CC(C)CCCC(C)NC(=O)c1cc(S(=O)(=O)N2CCCCC2)ccc1N1CCOCC1 (stereo not drawn)	x	x	0.0%	x	0%	1	3%	-8%	15%	x	0%
CC1CN=C(NC2CCCCC2C)S1 (stereo not drawn)	-1	-3%	-0.2%	0%	1%	-9	-2%	1%	9%	3%	2%
COc1cc(OC)c(S(=O)(=O)N2CCN(C(=O)c3ccccc3F)CC2)cc1NC(C)=O	1	1%	-0.8%	22%	8%	-2	-2%	1%	8%	0%	-1%
COc1ccc(N2C(=O)CCC(C(=O)O)C2c2ccccc2OC)cc1 (stereo not drawn)	3	2%	0.5%	x	3%	4	2%	5%	29%	6%	2%
